sdo1 growth = compounds rescuing growth of sdo1-depleted yeast, bone marrow failure model. AID 817. S. cerevisiae sdo1-depleted JHY4D growth rescue, OD600 30 h; stronger effect = higher value; pdr5 snq2 efflux-pump mutant strain. z-score at 10 µM. 140,000 compounds, 0.21% hits;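 active means z-score above 3 at both the 24 hr and the 30 hr optical density reads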;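 further: z-score against mean and SD of all compound wells on the same plate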
Insulin prom inh = TRM-6 insulin promoter activity inhibition; TRM-6 cells (human fetal islet line), insulin promoter-eGFP reporter, imaging; reporter expression induced with tamoxifen; inhibition, % at 2 µM; 130,000 compounds, 0.9% hits; AID 1273;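 active means inhibition above the mean plus 3 SD, with well images judged a real hit on visual review, cut at about 60% in these data, passing the limit was not always enough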
sdo1 growth Rescue 24 h = also measured in sdo1 growth; calls as there; z-score; S. cerevisiae sdo1-depleted JHY4D growth rescue, OD600; measured here: growth rescue at 24 h;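 0 is the plate mean of compound wells and units are plate SD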
The depositor's hits bear a star; / = not tested or not shown; & = joins results of further samples.

Insulin prom inh	sdo1 growth Rescue 24 h	SMILES	sdo1 growth
6.7	/	CSc1nsc(SCC(=O)N2CCCCC2)n1	/
34.8	-0.48	COc1ccc(C(=O)OCC(=O)NCC2CCCCC2)cc1S(=O)(=O)N1CCCc2ccccc21	-0.86
/	0.81	Cc1nn(-c2ccc(C(=O)Nc3nnc(C4CC4)s3)cc2)c(C)c1Cl	0.61
-65.2	-0.88	Cc1sc2nc(CN3CCOCC3)nc(NCCc3ccccc3)c2c1C	-1.38
2.8	-1.48	O=C(NC(=S)Nc1ccccc1N1CCOCC1)c1cccs1	-1.53
6.2	-1.1	Cc1nc2ccc(NC(=O)Cc3cccs3)cc2s1	-0.4
-25.0	/	Cc1cc(C)c2c(CC(=O)O)c(C)[nH]c2c1	/
-42.1	-0.59	CCn1c(CNc2nc3ccccc3n2C(C)C)nc2ccccc21	-0.26
/	0.36	COc1ccc(C)cc1NC(=O)C(CCS(C)(=O)=O)NC(C)=O (stereo unspecified)	0.99
/	0.54	CCOC(=O)c1sc(=S)n(-c2ccc(F)c(F)c2)c1N	-0.11
/	0.41	Cc1ccc(N(CC(=O)O)S(=O)(=O)c2cccc3nonc23)cc1	0.7
68.8	1.24	Cc1cc2c(c(=O)o1)C1(C(=O)N(CC(=O)O)c3ccccc31)C(C#N)=C(N)O2 (stereo unspecified)	1.1
10.0	/	N#Cc1ccccc1S(=O)(=O)N1CCN(CC(O)c2ccccc2)CC1 (stereo unspecified)	/
/	-1.5	CCn1c(C(C)NC(=O)c2cccs2)nc2ccccc21 (stereo unspecified)	-0.83
20.0	-0.14	COc1ccccc1N1C(=O)CC(Sc2n[nH]c(-c3cccc(C)c3)n2)C1=O (stereo unspecified)	0.76
/	0.1	CSc1nc(C)c2c(n1)N(c1ccc(C(C)C)cc1)CC2	-1.33
/	2.07	CCC(C)N(C(=O)COC(=O)Cc1n[nH]c(=O)c2ccccc12)C1CCS(=O)(=O)C1 (stereo unspecified)	1.88
-43.8	/	O=C(N/C(=C/c1ccccc1)C(=O)N1CCCCCC1)c1ccccc1	/
25.0	0.3	CCOC(=O)C1CCN(C(C)=C2C(=O)c3ccccc3C2=O)CC1	0.66
-35.3	-1.03	CCOC(=O)c1ccc(S(=O)(=O)N2CCN(S(=O)(=O)CC)CC2)cc1	-0.59

The closing two compounds of the part above come first, to join the parts.
Insulin prom inh	sdo1 growth Rescue 24 h	SMILES	sdo1 growth
25.0	0.3	CCOC(=O)C1CCN(C(C)=C2C(=O)c3ccccc3C2=O)CC1	0.66
-35.3	-1.03	CCOC(=O)c1ccc(S(=O)(=O)N2CCN(S(=O)(=O)CC)CC2)cc1	-0.59
0.0	/	Cc1c(-c2ncn[nH]2)sc(C#N)c1-c1ccccc1	/
-55.6	/	CCCCOc1ccc(C(O)C(CN2CCCCC2)c2ccccc2)cc1 (stereo unspecified)	/
/	-0.54	Cc1cccc(C)c1Nc1nnc(SCc2nc3ccccc3s2)s1	-0.52
-17.9	0.8	CCOC(=O)C1=C(CSc2nccn2C)NC(=O)NC1c1ccc2c(c1)OCO2 (stereo unspecified)	0.55
16.2	0.32	C#CCN1C(=O)C(O)(CC(=O)c2cccc(OC)c2)c2ccccc21 (stereo unspecified)	0.98
/	-0.14	O=C(NCc1ccco1)c1ccc(COc2cc(Cl)ccc2Cl)cc1	-0.14
62.1	0.9	CCCCOCCCNc1ncnc2c1[nH]c1ccccc12	0.98
-38.8	1.36	Cc1ccc(NC(=O)CC2SC(=NCC3CCCO3)NC2=O)cc1Cl (stereo unspecified)	1.27
/	0.43	CCCc1nc2ccccc2c(=O)n1/N=C/c1ccc(O)cc1O	-0.28
0.0	/	Cc1ccc(C(=O)NCCc2ccc(S(N)(=O)=O)cc2)o1	/
0.0	-0.52	COc1ccc(C(=O)OCCN=C2NS(=O)(=O)c3ccccc32)cc1OC	0.33
-405.6	-0.8	COc1cc(NS(=O)(=O)c2ccc(NC(=S)NC(=O)CC(C)C)cc2)nc(OC)n1	-0.03
19.5	-0.86	Cc1ccccc1N1CCN(S(=O)(=O)c2ccc3oc(=O)ccc3c2)CC1	-1.18
1.3	-0.72	COc1ccc(Nc2nc(N)nc(C(F)(F)F)n2)c(OC)c1	-0.56
13.5	0.82	O=C(Nc1cccnc1)C1CC(c2ccccc2O)=NO1 (stereo unspecified)	0.62
50.0	/	Fc1ccc(NC(=S)Nc2ccc(Cl)cc2Cl)cc1	/
-316.7	-0.44	COc1ccc(Nc2nc(Nc3ccc(OC)cc3OC)nc(N3CCN(C)CC3)n2)c(OC)c1	-0.58
21.9	-0.93	O=C(CSc1nc(CCC2CCCC2)nc2ccccc12)NCc1ccc2c(c1)OCO2	-1.53
-40.0	1.13	CSc1ccc(S(=O)(=O)Nc2ccc(S(=O)(=O)Nc3ccc(C)cc3)cc2)cc1	1.34
-14.3	-0.71	COC(=O)c1[nH]c2cc(OC)ccc2c1NC(=O)CN1CCC(C(N)=O)(N2CCCCC2)CC1	-0.31

Four entries from above, with each value named:
CCCCOCCCNc1ncnc2c1[nH]c1ccccc12
  Insulin prom inh: 62.1; sdo1 growth Rescue 24 h: 0.9; sdo1 growth: 0.98

COc1ccc(C(=O)OCCN=C2NS(=O)(=O)c3ccccc32)cc1OC
  Insulin prom inh: 0.0; sdo1 growth Rescue 24 h: -0.52; sdo1 growth: 0.33

Cc1ccccc1N1CCN(S(=O)(=O)c2ccc3oc(=O)ccc3c2)CC1
  Insulin prom inh: 19.5; sdo1 growth Rescue 24 h: -0.86; sdo1 growth: -1.18

C#CCN1C(=O)C(O)(CC(=O)c2cccc(OC)c2)c2ccccc21 (stereo unspecified)
  Insulin prom inh: 16.2; sdo1 growth Rescue 24 h: 0.32; sdo1 growth: 0.98

Additional records.
Insulin prom inh	sdo1 growth Rescue 24 h	SMILES	sdo1 growth
15.4	/	CC1(C)C(c2cccs2)=[N+]([O-])C2(CCCCC2=O)N1O (stereo unspecified)	/
-65.7	3.09	CCC(=O)N1CCn2c1nc1ccccc12	2.03
/	-1.15	NC(=S)N/N=C/c1ccc2ccccc2c1	-1.13
/	-1.36	Fc1ccc(-c2csc(N3CCC(c4ccccc4)C3)n2)cc1 (stereo unspecified)	-0.94
33.3	/	CC(=O)c1ccc(C)cc1OC(=O)c1cccc(F)c1	/
-18.8	/	COc1cccc(CC(=O)N2CCCC(CCC(=O)N3CCN(c4ccccn4)CC3)C2)c1 (stereo unspecified)	/
15.4	0.36	CC(C)(C)OCC(NC(=O)C(CC(N)=O)NC(=O)OC(C)(C)C)C(=O)OC(C)(C)C (stereo unspecified)	0.2
-19.4	-0.27	CCN(C(=O)c1cc(Cl)ccc1OC)C1CCCCC1	-1.18
0.0	/	Nn1cnnc1SCC(=O)N(C1CCCCC1)C1CCCCC1	/
/	-0.39	COc1cc(S(=O)(=O)N2CCN(c3ccc(F)cc3)CC2)ccc1Cl	0.16
71.4*	-2.05	CC(NC(=O)C1CCCC1)C1CC2CCC1C2 (stereo unspecified)	-0.75
-28.6	-0.75&-0.65	COc1ccc(NC(=O)CS(=O)CC(=O)NC2CCCc3ccccc32)cc1 (stereo unspecified)	-0.25&-0.02
11.4	-0.76	O=S(=O)(c1ccc(N2CCCC2)nc1)N1CCOCC1	-0.12
/	-0.57	CS(=O)(=O)N1CCc2cc(-c3csc(NC(=O)Cc4cccs4)n3)ccc21	-1.32
20.7	0.48	COc1ccc(C2CC(C(F)(F)F)n3ncc(C(=O)NCc4cccnc4)c3N2)cc1OC (stereo unspecified)	0.52
-19.4	0.16	O=C1S/C(=C/c2ccccc2F)C(=O)N1CCN=C1NS(=O)(=O)c2ccccc21	0.36
17.8	0.04	CCc1cc(=O)oc2cc(OCC(=O)OC)c(Cl)cc12	0.59
36.4	-0.23	CCS(=O)(=O)NCCc1cc2ccc(C)cc2[nH]c1=O	0.01
25.0	-0.66	COc1ccc(OC)c(C(=O)CSc2nnnn2C)c1	-0.37
57.1	2.34	O=C(NCCN1CCOCC1)c1ccc(F)cc1	1.18

Insulin prom inh	sdo1 growth Rescue 24 h	SMILES	sdo1 growth
/	-0.61	O=C(CCC(=O)CCN1CCCCC1)CCN1CCCCC1	0.45
-204.6	-0.22	CCOC(=O)C1=C(C)N(C)C(C)=C(C(=O)OCC)C1c1ccncc1	0.47
62.5	-1.18	CCn1cnc2sc(C(=O)Nc3ccc4c(c3)OCO4)c(C)c2c1=O	-0.92
42.9	/	O=C(O)c1cc(-c2ccc(Cl)cc2)n(-c2ccc(Cl)cc2)n1	/
/	1.68	C=CCNC(=O)CN1C2CCCC1CC(NC(=O)c1ccccc1C)C2 (stereo unspecified)	1.45
/	-0.48	CC(=O)c1ccc(NC(=O)c2cc(CC(C)C)on2)cc1	-0.55
-74.4	/	Cn1ccnc1SCC(=O)Nc1ccc2c(c1)OCO2	/
-71.4	/	Cc1sc2c(c1C)c(=O)nc1scc(C)n12	/
-207.0	0.19	COc1ccc(S(=O)(=O)N2CCOCC2)cc1C(C)C	0.67
15.4	0.24	Cn1c(SCC(=O)N2CCN(Cc3ccccc3)CC2)nnc1-c1ccncc1	0.85
1.7	-0.58	Cc1nn(C)cc1/C=N/NC(=O)c1sc2ccccc2c1Cl	0.09
33.3	/	COc1ccc(S(=O)(=O)N2CCC3(CC2)OCCO3)cc1	/
8.3	-0.62	CCCOc1ccc(/C(O)=C2/C(=O)C(=O)N(CCCn3ccnc3)C2c2ccco2)cc1 (stereo unspecified)	-0.04
-30.8	/	Cc1ccc(C)c(N/C=C(\C#N)c2nc3ccccc3o2)c1	/
/	-1.1	C=CCn1c(SCC(O)Cn2c3ccccc3c3ccccc32)nnc1-c1ccco1 (stereo unspecified)	-1.7
35.7	/	O=C(Cn1cc(C(F)(F)F)ccc1=O)N/N=C/c1ccc(F)cc1	/
27.2	1.05	CN=Cc1nc(-c2ccccc2)oc1O	1.25
-78.6	0.58	COc1cc(C(=O)NCC(c2cccnc2)N2CCN(C)CC2)cc(OC)c1OC (stereo unspecified)	1.22
6.2	-0.78	CC(=O)c1c(C)n(CCO)c2ccc(O)cc12	0.05
16.7	0.11	C/C(=N/NC(=O)CSc1ccccn1)c1ccc([N+](=O)[O-])cc1	0.57

Printed as active in Insulin prom inh, of those listed so far:
Insulin prom inh	sdo1 growth Rescue 24 h	SMILES	sdo1 growth
71.4*	-2.05	CC(NC(=O)C1CCCC1)C1CC2CCC1C2 (stereo unspecified)	-0.75

Back to the main list; the 3 compounds before the break are reprinted first.
Insulin prom inh	sdo1 growth Rescue 24 h	SMILES	sdo1 growth
-78.6	0.58	COc1cc(C(=O)NCC(c2cccnc2)N2CCN(C)CC2)cc(OC)c1OC (stereo unspecified)	1.22
6.2	-0.78	CC(=O)c1c(C)n(CCO)c2ccc(O)cc12	0.05
16.7	0.11	C/C(=N/NC(=O)CSc1ccccn1)c1ccc([N+](=O)[O-])cc1	0.57
31.4	-0.64	COc1ccccc1N(C)S(=O)(=O)c1ccc(C(=O)N(CC(N)=O)C(C)C)cc1	-0.27
-66.7	/	Cc1cc(C)c(NC(=O)C2CC(=O)N(Cc3ccccc3)C2)c(C)c1 (stereo unspecified)	/
/	-0.47	CCCCNC(=O)C1CC(c2cccc([N+](=O)[O-])c2)=NO1 (stereo unspecified)	-0.46
20.0	-0.05	c1coc(CNc2nc3ccccc3n2CCN2CCOCC2)c1	1.26
-52.8	0.56	Cc1ccc(NC(=O)CO/N=C(\N)c2nonc2N)cc1C	0.5
-9.1	/	O=C(O)c1sc2cc(C(F)(F)F)cnc2c1-c1ccccn1	/
-16.7	-1.86	CCCCN(CC)c1nc(-c2ccncc2)nc2ccccc12	-2.19
30.0	-0.15	O=S(=O)(c1ccccc1)N1N=C(c2cccs2)CC1c1ccc(Br)cc1 (stereo unspecified)	-0.93
/	-2.03	CC(C)c1nnc(NC(=O)c2c(O)c3cccc4c3n(c2=O)CCC4)s1	-2.75
/	0.09	Cn1c(NC(=O)CCC2CCCCC2)cc(=O)n(C)c1=O	-0.01
43.8	0.98	Nc1n[nH]c(S(=O)(=O)CCCc2ccccc2)n1	0.61
69.0	0.09	CCC(=O)n1nc(NCc2ccc(OC)c(OC)c2)nc1NCc1ccc(OC)c(OC)c1	0.62
17.9	1.09	CCc1cccc(C)c1NC(=O)C1CCCO1 (stereo unspecified)	1.34
0.0	/	CC(=O)C(Cc1ccccc1)NC(=O)CCl (stereo unspecified)	/
37.5	1.12	Cc1ccc(S(=O)(=O)CC(=O)NC(C)(C)C)cc1	0.96
17.1	/	O=C(Nc1ccccc1)n1ccc(-c2ccc(-n3ccnc3)cc2)n1	/
/	-2.01	Cc1ccc(S(=O)(=O)N2C(=S)SCC2(C)C)cc1	-1.43
17.9	1.29	Cn1c(SCC(=O)Nc2cccc(Br)c2)nnc1-c1cc2ccccc2o1	0.08
-12.5	-0.29	Cc1cc(C)cc(Oc2ccccc2C=O)c1	-0.25
26.7	/	O=c1c2c3c(sc2ncn1/N=C/c1cccnc1)CCCC3	/

Insulin prom inh	sdo1 growth Rescue 24 h	SMILES	sdo1 growth
21.6	-0.17	COc1ccc(Br)cc1/C=N/n1c(C)nnc1C	0.41
/	-0.61	COc1ccc(CC(=O)NCc2nnc(SCC(=O)Nc3nccs3)n2-c2ccccc2)cc1	-0.19
-14.3	/	Cc1ccsc1/C=N/NC(=O)C(N)=O	/
35.3	/	O=C(NNC(=O)c1ccccc1C(=O)O)c1ccc(O)cc1	/
20.0	-0.91	CCOC(=O)c1nnn(-c2nonc2N)c1COc1ccc(F)cc1	-0.41
/	-0.86	O=C(Nc1cccc(F)c1)c1ccc(S(=O)(=O)NCC2CCCO2)cc1 (stereo unspecified)	0.3
14.3	/	CC(=O)NC1C(=O)N=C(SCC(=O)Nc2sc3c(c2C#N)CCCCCC3)NC1=O (stereo unspecified)	/
45.7	-0.63	CC1CC1C(=O)OCC(=O)NCc1ccc(Cl)cc1Cl (stereo unspecified)	-0.03
-5.3	/	Cc1ccc(/C=C2\SC(N3CCCC3)=NC2=O)cc1	/
-22.7	0.84	Cc1cc(=O)[nH]c2c1c(C)nn2C1CCCC1	1.76

These rows are one share of the data; rates above refer to the full screens.
